IL-1B inflam inh – qHTS for Inhibitors of Inflammasome Signaling: IL-1-beta AlphaLISA Primary Screen. THP-1 LPS/ATP IL-1B secretion, AlphaLISA, 16 h; hits give low values. AID 743279, 2014. activity change, % at 57.5 µM. 360,000 compounds, 4.7% hits; in the data active = activity change below about -50%; inconclusive = mostly about -30% to -49%; also: % is scaled to controls: 0 for no effect and ±100 for the full control effect
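THP-1 cells pretreated 1 hr with compounds (up to 57.5 uM final), then stimulated with LPS (250 ng/mL final) plus ATP (1.25 mM final); secreted IL-1B measured by AlphaLISA after 16 hr, decreased signal indicating inhibition.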
HT1080 IDH1KD tx – qHTS for induction of synthetic lethality in tumor cells producing 2HG: qHTS for the HT-1080-IDH1KD cell line. HT-1080 IDH1 knockdown viability, ATP luminescence, 48 h. Potency, µM (highest dose often 46.1 µM), inactives show at the top dose activity, negative = toxicity, actives largely listed as cytotoxic. 360,000 compounds, 2% hits. AID 686971, 2013;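 also: potency is read from the fitted curve at half-maximal effect; 0% = DMSO wells and -100% = cell-free medium wells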
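Cytotoxicity counter-line: IDH1KD HT-1080, 48 h, CellTiter-Glo. Curves classed by r2, magnitude and activity.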
WRN inhibitor – qHTS for Inhibitors of WRN Helicase; Bifunctional 3'-5' exonuclease/ATP-dependent helicase WRN (Homo sapiens), Q14191; WRN helicase unwinding, fluorescent forked duplex, kinetic; Potency, µM (top dose mostly 114 µM), without a hit: at the highest dose activity change, negative = inhibition, hits mostly inhibitors; 360,000 compounds, 0.46% hits; AID 651768, 2012; also: potency is read from the fitted curve at half-maximal effect; % is scaled to controls: 0 for no effect and ±100 for the full control effect; nearly all actives have a fitted effect of over 55% in size
Target sequence (Q14191 whole entry, looked up): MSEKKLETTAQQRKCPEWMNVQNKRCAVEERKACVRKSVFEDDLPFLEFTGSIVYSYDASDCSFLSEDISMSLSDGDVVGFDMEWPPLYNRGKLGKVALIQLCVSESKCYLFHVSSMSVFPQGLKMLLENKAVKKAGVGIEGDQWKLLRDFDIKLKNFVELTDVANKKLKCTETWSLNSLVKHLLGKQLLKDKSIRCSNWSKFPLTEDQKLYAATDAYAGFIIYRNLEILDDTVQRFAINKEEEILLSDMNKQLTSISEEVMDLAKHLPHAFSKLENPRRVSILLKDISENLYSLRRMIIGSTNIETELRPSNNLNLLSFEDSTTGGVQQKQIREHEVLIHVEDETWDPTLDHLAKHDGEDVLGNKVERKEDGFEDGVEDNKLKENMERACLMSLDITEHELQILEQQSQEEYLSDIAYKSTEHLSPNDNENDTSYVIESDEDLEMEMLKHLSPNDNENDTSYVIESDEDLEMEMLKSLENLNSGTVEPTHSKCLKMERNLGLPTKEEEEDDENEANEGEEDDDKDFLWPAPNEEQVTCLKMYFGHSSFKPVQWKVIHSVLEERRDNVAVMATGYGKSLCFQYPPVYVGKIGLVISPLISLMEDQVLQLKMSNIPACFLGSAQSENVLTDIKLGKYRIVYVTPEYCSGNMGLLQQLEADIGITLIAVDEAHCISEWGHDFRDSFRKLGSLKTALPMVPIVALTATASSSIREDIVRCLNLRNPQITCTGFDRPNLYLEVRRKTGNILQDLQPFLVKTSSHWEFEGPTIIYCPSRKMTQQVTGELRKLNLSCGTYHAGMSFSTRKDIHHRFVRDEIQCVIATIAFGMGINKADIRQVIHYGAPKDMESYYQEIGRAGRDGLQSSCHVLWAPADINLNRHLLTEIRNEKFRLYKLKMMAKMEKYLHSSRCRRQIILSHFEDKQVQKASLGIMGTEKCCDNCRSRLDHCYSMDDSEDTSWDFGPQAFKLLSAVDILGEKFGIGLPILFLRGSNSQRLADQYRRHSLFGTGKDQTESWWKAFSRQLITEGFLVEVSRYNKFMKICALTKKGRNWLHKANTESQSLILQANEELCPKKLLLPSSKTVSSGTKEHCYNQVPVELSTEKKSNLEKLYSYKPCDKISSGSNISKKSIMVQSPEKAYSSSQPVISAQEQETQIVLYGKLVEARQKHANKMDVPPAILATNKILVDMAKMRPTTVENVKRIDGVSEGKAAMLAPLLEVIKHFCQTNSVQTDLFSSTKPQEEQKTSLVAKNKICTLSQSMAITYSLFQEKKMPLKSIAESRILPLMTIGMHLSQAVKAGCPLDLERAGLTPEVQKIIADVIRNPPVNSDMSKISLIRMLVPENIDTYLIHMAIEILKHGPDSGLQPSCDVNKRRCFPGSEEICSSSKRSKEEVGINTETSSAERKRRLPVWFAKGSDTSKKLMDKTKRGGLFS
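Kinetic red-fluorescence monitoring (525/598 nm) tracks WRN helicase activity after 100 nM fluorophore-quencher forked duplex and 2 mM ATP are added to 20 nM enzyme pretreated 15 min at room temperature with compound.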
MCF10A rerep – A quantitative high throughput screen for small molecules that induce DNA re-replication in MCF 10a normal breast cells; AID 624296, 2012; MCF 10A DNA re-replication, Hoechst nuclear intensity, 48 h; 350,000 compounds, 2.9% hits; Potency, µM (highest dose often 46.1 µM), without a hit: at the top dose activity, positive = re-replication, usual class: activators; also: potency is read from the fitted curve at half-maximal effect; % of control where 0% means no effect; nearly all actives have a fitted effect of over 50% in size
KB-V1 cytotox – qHTS assay for MDR1-selective chemotherapeutics: Primary screen using the drug-selected MDR subline cells KB-V1; KB-V1 MDR cells viability, CellTiter-Glo, 72 h; Potency, µM (series often up to 46.1 µM), for inactives: at the top dose activity change, negative = cytotoxicity, hits mostly cytotoxic; 400,000 compounds, 3.4% hits; also: potency is read from the fitted curve at half-maximal effect; % is scaled to controls: 0 for no effect and ±100 for the full control effect; nearly all actives have a fitted effect of over 60% in size
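Luminescent ATP read-out (CellTiter-Glo, 10 min) measures survival of drug-selected KB-V1 MDR cells after 72 h, 37 degrees C compound exposure. Medium: phenol-red-free DMEM, 10% FBS. Values from fitted concentration-response curves.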
ATXN2 expr inh – Primary qHTS for Inhibitors of ATXN expression; HEK-293 ATXN2-luciferase reporter, luminescence, 24 h; Potency, µM (titrated, usually from 57 µM), without a hit: top-dose activity change, negative = inhibition, most hits filed as inhibitors; AID 1745845, 2022; 360,000 compounds, 0.72% hits; also: potency is read from the fitted curve at half-maximal effect; % is scaled to controls: 0 for no effect and ±100 for the full control effect; nearly all actives have a fitted effect of over 55% in size
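ATXN2-luciferase reporter cells (luciferase flanked by upstream and downstream ATXN2 gene portions) were treated 24 h at 37 °C with compounds at up to 57 uM. SteadyGlo luminescence gave expression; GF-AFC fluorescence gave viability.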
SW480 rerep – A quantitative high throughput screen for small molecules that induce DNA re-replication in SW480 colon adenocarcinoma cells | SW480 DNA re-replication, Hoechst DNA content imaging, 48 h | Potency, µM (titrated, usually from 46.1 µM), for inactives: at the top dose re-replication activation, most hits filed as activators | 340,000 compounds, 1.8% hits | AID 624297, 2012; also: potency is read from the fitted curve at half-maximal effect; % of control where 0% means no effect; nearly all actives have a fitted effect of over 55% in size
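Compounds, transferred as 23 nL by pin tool, were incubated with cells for 48 hr; DNA content per nucleus was then quantified by Hoechst staining and fluorescence plate imaging.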
KB-3-1 tox – qHTS assay for MDR1-selective chemotherapeutics: Primary screen using the parental adenocarcinoma cell KB-3-1 | KB-3-1 viability, CellTiter-Glo ATP luminescence, 72 h | Potency, µM (series often up to 46.1 µM), without a hit: at the highest dose activity change, negative = cytotoxic, most hits filed as cytotoxic | AID 1347075, 2019 | 400,000 compounds, 1.4% hits; also: potency is read from the fitted curve at half-maximal effect; % is scaled to controls: 0 for no effect and ±100 for the full control effect; nearly all actives have a fitted effect of over 60% in size
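KB-3-1 cells, DMEM (no phenol red) + 10% FBS; compound by pin transfer, 72 h, 37 °C. Readout: CellTiter-Glo luminescence after 10 min. Data normalized, curve-fitted.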
HT1080NT lethal – qHTS for induction of synthetic lethality in tumor cells producing 2HG: qHTS for the HT-1080-NT fibrosarcoma cell line; AID 686970, 2013; HT-1080-NT fibrosarcoma viability, CellTiter-Glo ATP luminescence, 48 h; Potency, µM (highest dose often 46.1 µM), inactives show at the highest dose activity, negative = less viability, hits mostly cytotoxic; 360,000 compounds, 1.6% hits;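 also: NT is the 2HG producing partner of a matched IDH1 knockdown line; potency is read from the fitted curve at half-maximal effect; 0% = DMSO-treated cells and -100% = media-only wells without cells; nearly all actives have a fitted effect of over 55% in size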
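Toxicity toward the 2HG-producing NT line was scored as %Activity, normalised to DMSO and no-cell wells, from CellTiter-Glo luminescence after 48 hours' treatment.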
Starred values were filed as active, the others as inactive; ? = inconclusive; · = no result given; & = joins results of further samples; [ ] = remark or other dose. Unless noted, calls follow the shape of the dose curve; as a rule, active = well fitted curve in the direction sought with a large enough effect; inconclusive = small, poorly fitted or top-dose-only effect, or another doubt; inactive = no such curve, though single readings can be large; an effect the other way counts as inactive or inconclusive. Compounds as they come (roughly 12% active in at least one column).

Structure	IL-1B inflam inh	HT1080 IDH1KD tx	WRN inhibitor	MCF10A rerep	KB-V1 cytotox	ATXN2 expr inh	SW480 rerep	KB-3-1 tox	HT1080NT lethal
Clc1ccc(-c2nnc3cccc(Cl)n23)c(Cl)c1	-7	1%	0%	3%	30%	-4%	-14%	4%	4%
c1cn(CCCNc2ncnc3sc4c(c23)CCC4)cn1	-13	-16%	-7%	-6%	0%	8%	-3%	-4%	-16%
Cc1ccc(NC2=CC(=O)CC(C)(C)C2)cc1C	-11	2%	11%	2%	16µM*	-1%	0%	-9%	-3%
CC(=O)c1ccc(N=Cc2c(O)n(-c3cc(Cl)ccc3N3CCOCC3)c(=O)c3ccccc23)cc1	?	1%	-33%	1%	-9%	3%	-3%	4%	1%
C/C(=N\NC(=O)C1COc2ccccc2O1)c1cccs1 (centres undefined)	22	7%[9.24 µM]	-1%[57.1 µM]	3%	17%	28%	-1%	8%	7%
Cc1ccc(NC(=O)CSCC(=O)Nc2ccc(S(=O)(=O)N3CCCC3)cc2)cc1	2	6%	-5%	0%	-23%	-11%	-4%	1%	3%
CS(=O)(=O)N(CC(=O)Nc1ccc(S(=O)(=O)N2CCOCC2)cc1)c1ccccc1Cl	-16	-4%	-3%	1%	-14%	-5%	2%	0%	-1%
CCOC1=C2[C@H](c3ccccc3)N(S(=O)(=O)c3ccc(C)cc3)C(C(C)(C)C)[C@H]2C(C#N)(C#N)C(C#N)(C#N)C1 (some centres undefined)	-64*	?	-14%	·	0%	25µM*	·	0%	?
COc1ccc(NC(=O)C2(C)Cc3c(-c4ccc(NC(C)=O)cc4)ccnc3O2)cc1OC (centres undefined)	-25	-11%	3%	·	-2%	-1%	·	0%	-1%
COc1ccc(NC(=O)c2cc(-c3cc(Cl)ccc3C)n[nH]2)cc1OC	-52*	-25%	-7%	·	-21%	?	·	-26%	-20%
COCC(C)n1c(C)cc(C(=O)CSc2nnc(N)s2)c1C (centres undefined)	13	0%	-10%	1%	2%	-23%	6%	0%	-1%
O=C(NCCn1c(C(F)(F)F)nc2ccccc21)[C@H]1CCCN1c1nc(CN2CCCCC2)cs1	-21	-2%	1%	?	-13%	11%	?	-6%	-2%
O=C(CCc1ccccc1)Nc1ccccc1F	-21	-6%	3%	-8%	3%	59%[activator]	-4%	1%	-6%
CCOc1cc(C(=O)O)cc(Cl)c1OC	-9	-2%	-3%	-2%	27%	-3%	-1%	13%	12%
CN(c1ccc(C(=O)N2CCN(Cc3ccccc3)CC2)cc1)S(=O)(=O)c1ccc(Cl)cc1	·	?	-9%	3%	?	-11%	-2%	?	-5%
OC(COCC(F)(F)C(F)(F)C(F)(F)C(F)F)Cn1c2ccccc2c2ccccc21 (centres undefined)	-103*	-23%	-8%	?	-30%	?	?	?	?
COCCCNC(=O)c1csc([C@H]2C[C@H](O)[C@@H](CO)O2)n1	3	13%	-4%	·	7%	2%	·	0%	14%
CCOc1ccc(Nc2oc(-c3cccs3)nc2C#N)cc1	?	12%[9.24 µM]	-6%[57.1 µM]	?	2%	2%	-1%	-9%	?
O=C1C2C3C=CC(C3)C2C(=O)N1CCc1ccccc1 (centres undefined)	0	2%	-5%	16%	4%	12%	0%	4%	1%
Cc1cn([C@@H](CCCCN)C(=O)NCCCCCCCCCCC(=O)N2CCNCC2)nn1	-18	3%	0%	-22%	3%	14%	-11%	0%	4%
Cc1ccc(C(=O)NC(=S)/C=C2\N(C)c3ccccc3C2(C)C)cc1	-17	-21%	-18%	?	?	?	15%	?	-15%
COc1ccc(-c2nc3ccccc3[nH]2)cc1	2	11µM*	-5%	-2%	?	0%	11%	?	10µM*
COc1ccc(Cl)cc1S(=O)(=O)N(C)CC(=O)NCc1ccc2c(c1)OCO2	-2	-2%	5%	12%	-18%	22%	1%	-13%	-1%
Brc1ccc(OCCCN2CCOCC2)cc1	-7	-6%	-9%	-5%	4%	16%	-2%	-2%	-6%
Cc1cc(NC(=O)CSc2n[nH]c(N)n2)no1	-7	10%	7%	0%	1%	19%	-2%	0%	2%
Cc1ccc(OCc2ccc(C(=O)O)o2)c([N+](=O)[O-])c1	15	12%	-1%	-5%	15%	-13%	1%	9%	16%
COc1cccc(OC)c1NC(=O)CN1CCN(C)CC1	-3	13%	-17%[57.1 µM]	?	3%	-4%	?	-5%	11%
COC(=O)C1=C(C)N(CCCC(=O)O)C(=O)NC1c1cccc2ccccc12 (centres undefined)	22	12%	-4%	?	11%	-2%	-6%	10%	0%
CC(=O)c1cccc(NC(=O)NC2CCCc3ccccc32)c1 (centres undefined)	-30	1%	-5%	2%	-11%	-6%	-8%	11%	-2%
NS(=O)(=O)c1cccc(NC(=O)/C=C/c2cccs2)c1	-24	10%	0%	-1%	-16%	21%	-3%	?	?
O=C(NC1CC1)c1cccc(Oc2ccccc2)c1	-5	-3%	?	1%	7%	19%	-81%[inhibitor]	11%	0%
CCC(c1nnnn1Cc1ccco1)N(Cc1cc2cc(OC)ccc2[nH]c1=O)C1CCCCC1 (centres undefined)	?	?	-15%	?	?	-28%	3%	?	?
CC(C)CCNC(=O)C1CC(=O)N(C2CCCC2)C1 (centres undefined)	-1	6%	-6%	-4%	-1%	-5%	-9%	0%	8%
COc1ccc2oc(C(=O)N(C)Cc3ccc(OC(F)F)cc3)c(C)c2c1	0	-6%	-31%	14%	-26%	5%	?	1%	1%
N#Cc1cc(Cl)c(N2CCOCC2)cc1C#N	-17	0%	3%	3%	0%	2%	-5%	0%	-8%
CC1CCC(NC(=O)CNC(=O)c2ccc3ccccc3c2)CC1 (centres undefined)	3	7%	5%	7%	?	34%	-7%	-1%	3%
Cc1cccc(N2C(=O)C(O)=C(C(=O)c3cccs3)C2c2ccc(C(C)C)cc2)n1 (centres undefined)	5	-7%	-21%	1%	?	-9%	2%	-8%	-10%
CCCNC(=S)N1CCN(C(c2ccccc2)c2ccccc2)CC1	-9	-4%	-7%	8%	-7%	6%	-5%	-13%	-11%
O=c1[nH]c2ccc(S(=O)(=O)NCc3ccccc3)cc2[nH]1	8	-1%	5%	-17%	2%	-1%	3%	-1%	14%
Cc1nc(Nc2ccc(S(N)(=O)=O)cc2)sc1C(=O)Nc1ccccc1	?	-20%	-12%	-1%	29%	-9%	-4%	-16%	-23%
CCOc1ccc2nc(N3CCC(C(=O)Nc4nnc(CC)s4)CC3)sc2c1	3	-3%	-1%	11%	-4%	23%	0%	-1%	-3%
COc1cc2nc(Nc3ccc(F)cc3)nc(N)c2cc1OC	·	7%	-20%	?	2%&-13%	0%&-23%	?	-5%&5%	1%
COCC1CCN(C(=O)c2ccc3oc(CCCc4ccccc4)nc3c2)C1 (centres undefined)	4	-10%	-20%	?	·	19%	?	·	-4%
CCC(C(=O)c1ccc2ncccc2c1)c1ccccc1 (centres undefined)	35	3%	-1%	12%	?	·	1%	-18%	12%
O=C(NCCc1ccccn1)c1n[nH]c(=O)c2ccccc12	21	8%	8%	0%	-20%	25%	-16%	27%	18%
Clc1cccc(-c2nnc(-c3ccno3)o2)c1	3	2%	-11%	2%	12%	·	3%	4%	12%
O=C(CC1C(=O)NCCN1Cc1c(F)cccc1Cl)NCCc1ccccn1 (centres undefined)	10	3%	4%	13%	-3%	·	-7%	-2%	9%
CC(C)NC(=O)CN(Cc1ccc(F)cc1)C(=O)CCC(=O)Nc1nccs1	-4	-7%	-10%	-5%	2%	-11%	-12%	?	0%

Marked active in IL-1B inflam inh (from the list above):
smiles,IL-1B inflam inh,WRN inhibitor,SW480 rerep
CCOC1=C2[C@H](c3ccccc3)N(S(=O)(=O)c3ccc(C)cc3)C(C(C)(C)C)[C@H]2C(C#N)(C#N)C(C#N)(C#N)C1 (some centres undefined),-64*,-14%,·
COc1ccc(NC(=O)c2cc(-c3cc(Cl)ccc3C)n[nH]2)cc1OC,-52*,-7%,·
OC(COCC(F)(F)C(F)(F)C(F)(F)C(F)F)Cn1c2ccccc2c2ccccc21 (centres undefined),-103*,-8%,?
